Screening results deposited in PubChem BioAssay by several laboratories.
phage Ecoli inh: E. coli growth loss with phage present; 360,000 compounds, 0.26% hits; inhibition, % at 11.9 µM; growth absorbance; in the data active = inhibition above about 11%
HTR5A inv ag: inverse agonist of human HTR5A in OPRM1-OPRD1 counter-screen | AID 504634 | P47898 | HTR5A cell line, luminescence, inverse agonism | inhibition, % at 9.3 µM | 340,000 compounds, 0.083% hits; in the data active = inhibition mostly above about 23%, no sharp cut-off; inactive = mostly below about 18%;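 note: 0% = cells with DMSO and 100% = no-cell wells with DMSO; some compounds called inactive have numbers as strong as hits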
Target sequence (P47898 whole entry, looked up): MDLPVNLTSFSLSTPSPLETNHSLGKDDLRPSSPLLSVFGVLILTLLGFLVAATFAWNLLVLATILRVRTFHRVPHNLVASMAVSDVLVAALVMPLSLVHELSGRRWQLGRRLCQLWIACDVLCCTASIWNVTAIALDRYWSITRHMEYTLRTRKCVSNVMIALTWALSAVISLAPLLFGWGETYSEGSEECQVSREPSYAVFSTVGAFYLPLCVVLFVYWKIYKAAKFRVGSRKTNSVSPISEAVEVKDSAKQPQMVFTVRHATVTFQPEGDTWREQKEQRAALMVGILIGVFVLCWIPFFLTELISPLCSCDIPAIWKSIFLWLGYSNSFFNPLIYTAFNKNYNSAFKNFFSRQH
PKA-R1A act: PKA-R1A complex activation. P00514+P68181. PKA-R1A dissociation, Cy5-IP20 fluorescence polarization; scaled: DMSO 0%, 113 µM cGMP 100%. activation, % at 11.4 µM. 340,000 compounds, 0.083% hits. AID 504707;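 active = percent activation above the mean of all tested compounds plus 3 SD, cut at about 19% in these data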;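 note: higher means more PKAc released from R1A so a rise in polarization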
AddAB inh: less growth of phage-infected E. coli with AddAB. E. coli expressing H. pylori AddAB, absorbance growth. inhibition, % at 11.9 µM. 330,000 compounds, 0.29% hits. AID 435030; in the data active = inhibition above about 12%;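 note: 0% = vehicle wells of infected cells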
MOR-DOR inv ag: mu-delta opioid heterodimer inverse agonism | AID 504357 | cell-based MOR-DOR heterodimer luminescence | P35372+P41143 | inhibition, % at 9.3 µM | 340,000 compounds, 0.21% hits; in the data active = inhibition above about 22%, passing the limit was not always enough;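 note: 0% = cells with DMSO and 100% = wells without cells with DMSO; values of inactives mirror those of a sister screen read the other way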
MOR-DOR ag: agonists of human mu-delta opioid receptor heterodimerization | cells, OPRM1-OPRD1 heterodimerization, luminescence | activation, % at 9.3 µM | 340,000 compounds, 0.3% hits | AID 504326; in the data active = activation above about 18%;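 note: 0% = vehicle-treated cells and 100% = reference agonist; values of inactives mirror those of a sister screen read the other way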
PKA-R2B activ: activators of human PKA-R2B complex; P22694+P31323; PKA-R2B holoenzyme dissociation, Cy5-IP20 fluorescence polarization; R2B truncated from residue 108, S112A mutant; 0% DMSO only, 100% 113 µM cGMP; activation, % at 11.4 µM; 340,000 compounds, 0.079% hits;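 active = activation above a cutoff set at the mean over all compounds plus 3 SD, cut at about 18% in these data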;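 note: higher means more holoenzyme dissociation and a rise in polarization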
Target sequence (P31323 whole entry, looked up, other chains not shown, the tested form may be a part): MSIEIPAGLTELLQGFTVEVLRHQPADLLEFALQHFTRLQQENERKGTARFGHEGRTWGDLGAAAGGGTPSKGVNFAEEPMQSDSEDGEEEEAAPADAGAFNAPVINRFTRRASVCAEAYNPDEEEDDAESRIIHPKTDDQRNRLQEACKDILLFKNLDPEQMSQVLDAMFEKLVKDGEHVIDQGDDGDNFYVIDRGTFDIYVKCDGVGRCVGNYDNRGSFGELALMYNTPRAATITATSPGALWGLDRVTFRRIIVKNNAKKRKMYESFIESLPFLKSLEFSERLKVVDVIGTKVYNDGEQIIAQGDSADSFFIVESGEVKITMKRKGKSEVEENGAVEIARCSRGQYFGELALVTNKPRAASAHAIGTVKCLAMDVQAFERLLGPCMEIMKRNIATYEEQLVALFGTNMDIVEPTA
E coli growth: counter-screen for AddAB inhibitors: E. coli growth inhibition | E. coli V3065 growth, OD600 absorbance, 18 h | inhibition, % at 11.9 µM | 330,000 compounds, 0.27% hits;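 active = inhibition above the campaign's mean inhibition across all tested compounds plus 3 SD, cut at about 9.9% in these data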;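 note: uninfected addAB+ strain grown without phage in ampicillin broth; 0% = DMSO wells and 100% = ciprofloxacin 0.95 µg/ml wells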
PfHsp90 yeast 2: growth inhibition of yeast expressing Plasmodium Hsp90. S. cerevisiae expressing PfHsp90, BacTiter-Glo ATP, 48 h; yeast lacking PDR1 and PDR3 efflux regulators. inhibition, % at 9.4 µM. 310,000 compounds, 0.32% hits. AID 504621;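 active = every replicate shows inhibition above about 80%, whatever the replicate mean, limit read from the data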;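 note: 0% = DMSO neutral controls and 100% = 20 µM radicicol positive controls; yeast relying on Plasmodium falciparum Hsp90 in place of its own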
Mot1-301 SUMO: inhibitors of SUMOylation pathway: yeast Mot1-301 growth rescue | S. cerevisiae Mot1-301 growth rescue, ATP luminescence, 38.5C; percent above DMSO median, 100 means doubled | growth rescue, % at 18.8 µM | 320,000 compounds, 1% hits;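 active = every valid replicate shows activation above 250% relative to neutral control wells; inactive = the rest, any valid replicate at or below 250%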;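 note: OY570 slx delta 5 strain wells were the positive control but not used for scaling; some compounds called inactive have numbers as strong as hits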
Tat export inh: inhibitors of E. coli Tat protein transport | AID 488895 | 340,000 compounds, 0.036% hits | inhibition, % at 10 µM | E. coli MC4100 TorA-mCherry Tat export, fluorescence;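 active = mean replicate inhibition at least 50% and at least half of replicates individually reaching 50%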;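 note: exported cargo escapes ClpAP degradation while cytoplasmic cargo is degraded and loses fluorescence; 0% = median of neutral control wells and 100% = median of NaSCN control wells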
Starred values were filed as active, the others as inactive.

COc1ccc2oc(C)c(C(=O)NN)c2c1 was read as phage Ecoli inh 1.1, HTR5A inv ag 4, PKA-R1A act 10, AddAB inh 1.1, MOR-DOR inv ag 7, MOR-DOR ag -1.3, PKA-R2B activ -8, E coli growth 0.9, PfHsp90 yeast 2 -14, Mot1-301 SUMO 2 and Tat export inh 2.
CC(C)CN(C(=O)COC(=O)c1cc2c(s1)CCC2)C1CCS(=O)(=O)C1 (stereo not given) was read as phage Ecoli inh 0.9, HTR5A inv ag -1, PKA-R1A act -1, AddAB inh -0.3, MOR-DOR inv ag 9, MOR-DOR ag -1.8, PKA-R2B activ -1, E coli growth -2.4, PfHsp90 yeast 2 48, Mot1-301 SUMO 18 and Tat export inh 1.
Screening COC(=O)CN1C(=O)C2(OCCCO2)c2cc(Br)ccc21 returned phage Ecoli inh 0.8, HTR5A inv ag -15, PKA-R1A act -1, AddAB inh -0.5, MOR-DOR inv ag -8, MOR-DOR ag 1.4, PKA-R2B activ 3, E coli growth -1.2, Mot1-301 SUMO -14 and Tat export inh -7.
Screening Cc1ccc2nc(CSc3nnc(Nc4ccccc4F)s3)cc(=O)n2c1 returned phage Ecoli inh 3.7, HTR5A inv ag 17, PKA-R1A act -6, AddAB inh 1.8, MOR-DOR inv ag 6, MOR-DOR ag -0.8, PKA-R2B activ -4, E coli growth -2.8, PfHsp90 yeast 2 -35, Mot1-301 SUMO -18 and Tat export inh 2.
O=C(OCC#CCSc1nnc(-c2cccc3ccccc23)o1)c1ccc(F)cc1 was read as phage Ecoli inh 1.8, HTR5A inv ag -3, PKA-R1A act 2, AddAB inh -1.4, MOR-DOR inv ag 6, MOR-DOR ag -1.0, PKA-R2B activ -4, E coli growth -2.3, PfHsp90 yeast 2 25, Mot1-301 SUMO -1 and Tat export inh -6.
For O=c1oc2ccccc2c(Nc2ccccc2)c1CN1CCCCC1 the results were phage Ecoli inh 4.1, HTR5A inv ag -38, PKA-R1A act -12, AddAB inh 0.3, MOR-DOR inv ag 8, MOR-DOR ag -1.5, PKA-R2B activ -12, E coli growth 0.2, PfHsp90 yeast 2 -11, Mot1-301 SUMO 149 and Tat export inh -1.
CSc1nnc(C(C)(C)C)c(=O)n1/N=C/c1ccccc1 was read as phage Ecoli inh 1.2, HTR5A inv ag 19, PKA-R1A act -8, AddAB inh 0.8, MOR-DOR inv ag -41, MOR-DOR ag 7.7, PKA-R2B activ -2, E coli growth -1.5, PfHsp90 yeast 2 8, Mot1-301 SUMO -12 and Tat export inh -6.
Screening COc1ccc(S(=O)(=O)n2ccc(-c3ccc(OCCN(C)c4ccccn4)cc3)n2)cc1 returned phage Ecoli inh 0.5, HTR5A inv ag -10, PKA-R1A act -6, AddAB inh 1.4, MOR-DOR inv ag 2, MOR-DOR ag -0.3, PKA-R2B activ -2, E coli growth -0.3, Mot1-301 SUMO -4 and Tat export inh -8.
`COc1ccc(OCC(O)CN2CCN(c3ccc(OC)cc3)CC2)cc1` (stereo not given) gave phage Ecoli inh 0.3, HTR5A inv ag -6, PKA-R1A act 4, AddAB inh -1.7, MOR-DOR inv ag 4, MOR-DOR ag -0.8, PKA-R2B activ 0, E coli growth -3.2, PfHsp90 yeast 2 -5, Mot1-301 SUMO -5 and Tat export inh 0.
`CCCn1nnnc1NCc1c(Cl)cccc1Cl` gave phage Ecoli inh 3.9, HTR5A inv ag -2, PKA-R1A act 2, AddAB inh 1.6, MOR-DOR inv ag 2, MOR-DOR ag -0.3, PKA-R2B activ 0, E coli growth 1.7, PfHsp90 yeast 2 -4, Mot1-301 SUMO 8 and Tat export inh -3.
For CN(C(=O)COC(=O)COc1ccc2ccccc2c1)c1c(N)n(Cc2ccccc2)c(=O)[nH]c1=O the results were phage Ecoli inh -2.2, HTR5A inv ag -3, PKA-R1A act -2, AddAB inh 1.8, MOR-DOR inv ag -4, MOR-DOR ag 0.7, PKA-R2B activ -2, E coli growth 0.3, PfHsp90 yeast 2 -2, Mot1-301 SUMO -12 and Tat export inh 1.
O=C(Cc1ccc(-n2c(=S)[nH]c3ccccc3c2=O)cc1)N1CCC(N2CCCCC2)CC1 was read as phage Ecoli inh 2.6, HTR5A inv ag 14, PKA-R1A act -6, AddAB inh 2.6, MOR-DOR inv ag 8, MOR-DOR ag -1.8, PKA-R2B activ -2, E coli growth 0.0, Mot1-301 SUMO 18 and Tat export inh -7.
`CN(c1cccc(NC(=O)COc2ccccc2)c1)S(C)(=O)=O` gave phage Ecoli inh 1.9, HTR5A inv ag 11, PKA-R1A act -8, AddAB inh -0.2, MOR-DOR inv ag -9, MOR-DOR ag 1.4, PKA-R2B activ -5, E coli growth -1.7, PfHsp90 yeast 2 -20, Mot1-301 SUMO 12 and Tat export inh -6.
`COCCCNC(=O)c1cccn2c(=O)c3cc4ccccc4cc3nc12` gave phage Ecoli inh 0.9, HTR5A inv ag 6, PKA-R1A act -13, AddAB inh -0.4, MOR-DOR inv ag -21, MOR-DOR ag 3.6, PKA-R2B activ -8, E coli growth -2.1, Mot1-301 SUMO 165 and Tat export inh 17.
For Cc1cc(O)c2c(c1O)C(=O)[C@]13C(=C2O)C(=O)[C@@H]2[C@@H](O)[C@H]1[C@@H]1[C@H](O)[C@H]3C(=O)C3=C(O)c4c(O)cc(C)c(O)c4C(=O)[C@]312 the results were HTR5A inv ag -5, PKA-R1A act 7, AddAB inh 12, MOR-DOR inv ag -71, MOR-DOR ag 13, PKA-R2B activ 5, E coli growth 9.9* and Tat export inh 27.
`C#CCOc1ccc(OC)cc1C(c1c(C)[nH][nH]c1=O)c1c(C)[nH][nH]c1=O` gave HTR5A inv ag -6, PKA-R1A act -1, MOR-DOR inv ag 4, MOR-DOR ag -0.8, PKA-R2B activ -7, PfHsp90 yeast 2 -2, Mot1-301 SUMO -11 and Tat export inh 6.
Screening O=C(NCCCc1ccccc1)C(=O)c1c[nH]c2ccccc12 returned phage Ecoli inh 3.2, HTR5A inv ag 14, PKA-R1A act 7, AddAB inh 2.7, MOR-DOR inv ag -30, MOR-DOR ag 5.9, PKA-R2B activ 7, E coli growth -0.2, PfHsp90 yeast 2 9, Mot1-301 SUMO -16 and Tat export inh -8.
Screening COc1ccc2c(c1)c(CC(=O)OCC(=O)O)c(C)n2C(=O)c1ccc(Cl)cc1 returned phage Ecoli inh 4.3, HTR5A inv ag -4, PKA-R1A act -5, AddAB inh 0.4, MOR-DOR inv ag 8, MOR-DOR ag -1.5, PKA-R2B activ 4, E coli growth 0.3, PfHsp90 yeast 2 12 and Tat export inh -9.
`C=CCNC(=S)NNC(=O)c1cc(O)ccc1O` gave phage Ecoli inh 3.8, AddAB inh 0.2, E coli growth -2.1, PfHsp90 yeast 2 6, Mot1-301 SUMO -34 and Tat export inh 1.
For Oc1ccc(Nc2nc(-c3ccc4ccccc4c3)cs2)cc1 the results were phage Ecoli inh 2.6, HTR5A inv ag -12, PKA-R1A act -6, AddAB inh 2.3, MOR-DOR inv ag -19, MOR-DOR ag 3.6, PKA-R2B activ 2, E coli growth 0.4, PfHsp90 yeast 2 -36, Mot1-301 SUMO 12 and Tat export inh 4.
Cc1cccc(N(CC(N)=O)C2SC(=O)N(c3ccccc3)C2=O)c1 (stereo not given) was read as phage Ecoli inh 0.7, HTR5A inv ag 1, PKA-R1A act -8, AddAB inh 1.1, MOR-DOR inv ag 8, MOR-DOR ag -1.6, PKA-R2B activ -5, E coli growth -2.2, Mot1-301 SUMO -3 and Tat export inh -6.
COc1ccccc1N1CCN(C(=O)c2cc3c(s2)CCC3)CC1 was read as phage Ecoli inh 0.6, HTR5A inv ag -25, PKA-R1A act 5, AddAB inh -1.3, MOR-DOR inv ag 4, MOR-DOR ag -0.7, PKA-R2B activ 7, E coli growth 1.0, PfHsp90 yeast 2 3, Mot1-301 SUMO 4 and Tat export inh 1.
O=C(Cc1ccsc1)Nc1ccc2c(c1)OCO2 was read as phage Ecoli inh 0.0, HTR5A inv ag 2, PKA-R1A act 3, AddAB inh 2.3, MOR-DOR inv ag 11, MOR-DOR ag -2.5, PKA-R2B activ -4, E coli growth 0.7, Mot1-301 SUMO 2 and Tat export inh 2.
Cc1cc(C)nc(SCC(=O)OC(C)C(=O)Nc2ccccc2)n1 (stereo not given) was read as phage Ecoli inh 0.4, HTR5A inv ag -12, PKA-R1A act -5, AddAB inh -0.4, MOR-DOR inv ag 10, MOR-DOR ag -2.0, PKA-R2B activ 3, E coli growth -1.6, PfHsp90 yeast 2 22, Mot1-301 SUMO -16 and Tat export inh 12.
Screening CC(=O)N1c2ccc(S(=O)(=O)N3CCC(C(=O)NC4CCCCC4)CC3)cc2CC1C (stereo not given) returned phage Ecoli inh 1.8, HTR5A inv ag 23, PKA-R1A act -2, AddAB inh 5.5, MOR-DOR inv ag 7, MOR-DOR ag -1.3, PKA-R2B activ -3, E coli growth -2.0, PfHsp90 yeast 2 -17, Mot1-301 SUMO 3 and Tat export inh -2.
Cc1cc(C)nc(SCc2cc(=O)c(OC(=O)c3ccc(Cl)c([N+](=O)[O-])c3)co2)n1 was read as phage Ecoli inh 3.0, HTR5A inv ag 5, PKA-R1A act -1, AddAB inh 2.1, MOR-DOR inv ag 5, MOR-DOR ag -0.8, PKA-R2B activ -2, E coli growth 1.2, PfHsp90 yeast 2 -6, Mot1-301 SUMO -21 and Tat export inh -3.
`CCCCN(CC)CCNC(=O)C1c2cc(OC)c(OC)cc2C(=O)N2CCc3ccccc3C12` (stereo not given) gave phage Ecoli inh 0.8, HTR5A inv ag -9, PKA-R1A act -11, AddAB inh -0.5, MOR-DOR inv ag 10, MOR-DOR ag -1.6, PKA-R2B activ 1, E coli growth -0.9, PfHsp90 yeast 2 -11, Mot1-301 SUMO 10 and Tat export inh 2.
`O=S(OCCN1CCCC1)C(c1ccccc1)c1ccccc1` (stereo not given) gave phage Ecoli inh 1.6, HTR5A inv ag -14, PKA-R1A act 5, MOR-DOR inv ag 17, MOR-DOR ag -3.3, PKA-R2B activ -8 and Tat export inh -6.
Screening COc1ccc(C(=O)NCCCN=C2NS(=O)(=O)c3ccccc32)cc1 returned phage Ecoli inh 3.9, HTR5A inv ag -5, PKA-R1A act 2, AddAB inh 4.2, MOR-DOR inv ag 5, MOR-DOR ag -0.8, PKA-R2B activ -1, E coli growth -1.4, PfHsp90 yeast 2 2, Mot1-301 SUMO 4 and Tat export inh -3.

Pulled by structure from the list above:
Screening CC(=O)N1c2ccc(S(=O)(=O)N3CCC(C(=O)NC4CCCCC4)CC3)cc2CC1C (stereo not given) returned phage Ecoli inh 1.8, HTR5A inv ag 23, PKA-R1A act -2, AddAB inh 5.5, MOR-DOR inv ag 7, MOR-DOR ag -1.3, PKA-R2B activ -3, E coli growth -2.0, PfHsp90 yeast 2 -17, Mot1-301 SUMO 3 and Tat export inh -2.
For CN(C(=O)COC(=O)COc1ccc2ccccc2c1)c1c(N)n(Cc2ccccc2)c(=O)[nH]c1=O the results were phage Ecoli inh -2.2, HTR5A inv ag -3, PKA-R1A act -2, AddAB inh 1.8, MOR-DOR inv ag -4, MOR-DOR ag 0.7, PKA-R2B activ -2, E coli growth 0.3, PfHsp90 yeast 2 -2, Mot1-301 SUMO -12 and Tat export inh 1.
